High-throughput results deposited in PubChem BioAssay by National Center for Advancing Translational Sciences (NCATS).
AmpC inh det: Promiscuous and Specific Inhibitors of AmpC Beta-Lactamase (assay with detergent); Potency, µM (highest dose often 28.7 µM), for the others: at the top dose activity change, negative = inhibition; actives 0.09% (n = 71,000); purified AmpC, nitrocefin hydrolysis with detergent; AID 584, 2007; active = well fitted curve in the direction sought with a large enough effect
Target sequence (P00811 whole entry, looked up): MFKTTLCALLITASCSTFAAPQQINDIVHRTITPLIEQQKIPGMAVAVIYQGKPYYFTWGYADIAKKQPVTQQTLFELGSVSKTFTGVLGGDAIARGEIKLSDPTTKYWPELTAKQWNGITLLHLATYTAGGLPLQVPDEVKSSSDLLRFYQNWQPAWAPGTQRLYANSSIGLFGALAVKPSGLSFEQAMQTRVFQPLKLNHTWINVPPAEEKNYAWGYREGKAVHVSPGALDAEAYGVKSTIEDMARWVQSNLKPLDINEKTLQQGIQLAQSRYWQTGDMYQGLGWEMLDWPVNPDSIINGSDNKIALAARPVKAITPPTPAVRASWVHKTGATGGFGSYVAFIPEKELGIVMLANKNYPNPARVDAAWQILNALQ
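E. coli AmpC (5.3 nM) in 20 mM phosphate pH 7.0 with 0.01% Triton X-100, preincubated 15 min RT with compound; nitrocefin (2 uL of 800 uM stock) hydrolysis followed by 480 nm absorbance every 20 s over 4 min.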
* = called active by the depositor; [ ] = dose if it differs, or a comment. % is set by controls: 0 for no effect and ±100 for the full control effect; potency is the fitted concentration of half-maximal effect. A portion of the library; count on the stated rates, not on these rows.

SMILES	AmpC inh det
O=C(Nc1cccc(Cl)c1N1CCCC1)c1ccc(Br)o1	2%
Cc1ccc2oc(=O)c3cc(C(=O)NCc4ccco4)sc3c2c1	10%
O=C(CSc1nnc(-c2cccs2)n1CC1CCCO1)c1cc2ccccc2o1 (stereo unspecified)	1%
COc1ccc(C(=O)Nn2c(SCC(=O)NCC3CCCO3)nc3ccccc3c2=O)cc1 (stereo unspecified)	-4%
Cn1nc(-c2ccc(OCC(=O)NCC3CCCO3)cc2)c2ccccc2c1=O (stereo unspecified)	-4%
COc1ccc(NC(=O)N2CCN(S(C)(=O)=O)CC2)cc1OC	-4%
CCOc1ccc(OCC)c(NC(=O)CSc2nc3c(c(=O)n(C)c(=O)n3C)n2C)c1	-3%
O=C(NC1CCCC1)C1c2ccccc2C(=O)N1C1CCCCC1 (stereo unspecified)	-4%
O=C(C1=C(O)C(=O)N(Cc2ccccc2)C1c1ccncc1)c1ccco1 (stereo unspecified)	-2%
CC(C)CCN(C)C1CCN(C(=O)Nc2c(F)cccc2F)CC1	2%
CC(=O)N1CCN(S(=O)(=O)c2ccc(C)cc2)C1C(C)C (stereo unspecified)	-1%
CCNc1ncc2nc(-c3ccc(OC)cc3)c(=O)n(Cc3ccc(F)cc3)c2n1	0%
CCCc1[nH]nc2c1C(c1ccc(OC)c(CSC3=NCCS3)c1)C(C#N)=C(N)O2 (stereo unspecified)	-5%
CCn1cnc2c(Nc3cccc(Cl)c3)nc(N[C@@H]3CCCC[C@H]3N)nc21	1%
Cn1c(=O)c2cc(S(=O)(=O)NC(Cc3ccccc3)C(=O)NCc3ccco3)ccc2n(C)c1=O (stereo unspecified)	10%
O=C(CSc1nnc(CNC(=O)c2ccco2)o1)c1ccccc1	-1%
COCCn1c(=O)c(-c2ccc(Cl)cc2)nc2cnc(Oc3ccccc3)nc21	-2%
CN1CCC(O)(c2ccccc2)C2CCCC21 (stereo unspecified)	-2%
O=C(C1CCN(c2ccc(N3CCOCC3)nn2)CC1)N1CCc2ccccc2C1	15%
O=C(CCSc1ccccc1)Nc1ccc(S(=O)(=O)N2CCOCC2)cc1	-2%

Already shown: entries from further up.
SMILES	AmpC inh det
CC(=O)N1CCN(S(=O)(=O)c2ccc(C)cc2)C1C(C)C (stereo unspecified)	-1%
CCNc1ncc2nc(-c3ccc(OC)cc3)c(=O)n(Cc3ccc(F)cc3)c2n1	0%
CCCc1[nH]nc2c1C(c1ccc(OC)c(CSC3=NCCS3)c1)C(C#N)=C(N)O2 (stereo unspecified)	-5%
CCn1cnc2c(Nc3cccc(Cl)c3)nc(N[C@@H]3CCCC[C@H]3N)nc21	1%
Cn1c(=O)c2cc(S(=O)(=O)NC(Cc3ccccc3)C(=O)NCc3ccco3)ccc2n(C)c1=O (stereo unspecified)	10%
O=C(CSc1nnc(CNC(=O)c2ccco2)o1)c1ccccc1	-1%
COCCn1c(=O)c(-c2ccc(Cl)cc2)nc2cnc(Oc3ccccc3)nc21	-2%

Following part:
SMILES	AmpC inh det
O=C1c2ccccc2C(=O)N1c1nc(-c2cccs2)cs1	-5%
Cc1ccc(S(=O)(=O)NC(CC(=O)O)c2ccccc2)cc1 (stereo unspecified)	-1%
O=C(CN(Cc1cccs1)C(=O)CNC(=O)c1ccco1)NC1CCCCC1	9%
CCSc1nnc(NC(=O)CSc2nc3c(c(=O)n2CC)SC(C)C3)s1 (stereo unspecified)	-3%
COC(=O)c1ccc(Cl)c(NC(C)=O)c1	-1%
COc1cc(NS(=O)(=O)c2ccc(NC(=O)c3ccco3)cc2)nc(OC)n1	-3%
O=C(NC1CCCCC1)N(Cc1ccccc1)Cc1ccco1	0%
CCn1c(NCc2ccccn2)nc2c1c(=O)n(C)c(=O)n2C	1%
Cc1ccc(N2CCN(CCC(=O)O)CC2)cc1	1%[5.75 µM]
O=C(NCC(c1cccs1)N1CCOCC1)c1cc2ccccc2o1 (stereo unspecified)	-3%
CCCCN(CCCC)S(=O)(=O)c1ccc2oc(C(=O)N3CCOCC3)c(C)c2c1	-4%
Cc1ccc(Cn2nnc3c(=O)[nH]c(C4CCCN(C(=O)Nc5ccc(F)cc5)C4)nc32)cc1 (stereo unspecified)	-4%
C[C@@H](N)C(=O)O	-4%
Nc1nc(N2C(=O)C3CC=CCC3C2=O)nn1-c1ccccc1 (stereo unspecified)	-6%
Cn1c(CSc2nc3ccccc3s2)nc2ccccc21	9%
COC(=O)CC[C@@H](C)[C@H]1CC[C@H]2[C@H]3CC[C@H]4C[C@@H]5CC[C@@]4(C)C3(O5)[C@@H](Br)[C@@H](Br)[C@@]12C	0%[5.75 µM]
O=C(Cc1ccccc1)Nc1ccc(CN2CCOCC2)cc1	-4%
Cc1cc(C)cc(OCC(=O)NC2=NCCS2)c1	-5%
S=c1[nH]nc(-c2cccnc2)n1Cc1ccccc1	1%
CNC(=O)c1nnn(-c2ccccc2)c1C(=O)NC	-4%
Cc1cc(NC(=O)CCCC(=O)OCC(F)(F)C(F)F)cc(C)c1C(=O)O	-3%
COc1ccc(OC)c(NC(=O)N[C@@H](Cc2ccccc2)C(=O)O)c1	-3%
Oc1ccccc1CNCCCNCc1ccccc1O	-4%
Cc1cccc(Nc2nc(N)nc(CN3CCN(c4ccccc4)CC3)n2)c1	-4%
O=C(Nc1ccncc1)c1ccccc1F	-1%
C=CCNC(=O)C1CC(=O)N(c2ccc(OCC(=O)Nc3ccc(C)cc3)cc2)C1 (stereo unspecified)	-6%
COc1ccc(-c2nc3cnc(N(C)C)nc3n(C[C@H]3CCCO3)c2=O)cc1	-2%
CCOC(=O)C1CCCN(C(=O)C2CCN(Cc3nc(-c4ccc(Cl)cc4)oc3C)CC2)C1 (stereo unspecified)	-3%
C=CCNc1ncnc2c1cnn2-c1ccc(Cl)cc1	9%
Cc1cnc(C(=O)Nc2ccc(F)c(F)c2)cn1	13%
O=[N+]([O-])c1ccccc1-c1ccccc1	8%
COC(=O)c1cccc(NC(=O)C2C3CCC(C3)C2C(=O)O)c1 (stereo unspecified)	-4%
Cn1nccc1C(=O)Nc1ccc(OC(=O)c2ccnn2C)cc1	-3%
O=C1CSC(=S)N1/N=C\c1ccc(Cl)c([N+](=O)[O-])c1	-6%[5.75 µM]
Cc1cccc(N2CCN(C(=O)CCn3c(=S)[nH]c4cc5c(cc4c3=O)OCO5)CC2C)c1 (stereo unspecified)	-4%
COCCCNC(=O)c1c(NC(=O)c2ccco2)n(Cc2ccccc2)c2nc3ccccc3nc12	-2%
COCCn1c(=O)[nH]c2cc(C(=O)NCCN3CCN(c4cccc(Cl)c4)CC3)ccc2c1=O	-6%
COc1ccc(C(=O)N2CCC[C@@]3(CCN(c4ccccn4)C3)C2)cc1	-3%
CCOP(=O)(OCC)OCC	7%
COc1ccc(CNC(=O)C2CCCN2S(=O)(=O)c2ccccc2)cc1 (stereo unspecified)	-2%
CCOC(=O)c1c(C(=O)OCC)c(C)n(N2C(=O)CSC2=S)c1C	-2%
c1cncc(-c2cncnc2-n2ccnc2)c1	11%
Cc1nn(CC(C)C)c(=S)[nH]c1=O	-8%
COc1ccccc1CNc1nc(-c2cccc(C#N)c2)nc2ccccc12	10%
Cn1c(N2CCCC2)nc2c1c(=O)n(Cc1ccc(Cl)cc1)c(=O)n2C	-2%
CC1CCCN(C(=O)c2ccc3nc[nH]c3c2)C1 (stereo unspecified)	0%
Cn1cccc1C(=O)NC(=O)CSc1cccc[n+]1[O-]	-3%
O=C1CC(c2ccccc2)CC2=C1CN(C1CCCCC1)CN2 (stereo unspecified)	-2%
CC(=NCC1CCCO1)c1c(O)n(Cc2ccccc2)c(=O)[nH]c1=O (stereo unspecified)	-5%
Cc1nnc(SCC(=O)Nc2nc(-c3ccccc3)cs2)n1N	-3%
(more compounds)
SMILES	AmpC inh det
O=C(Cn1c(C(=O)N2CCN(C3CCCC3)CC2)cc2sccc21)c1ccccc1	-4%
CC12CN3CCN(CC(C3)C1O)C2 (stereo unspecified)	-3%
C(=C\c1ccccc1)/CSc1nnc(-c2ccccn2)n1Cc1ccco1	1%
CC(=O)c1c(NC(=O)C(C)C)nc(C)nc1-c1ccccc1	0%
CSc1ccc(NC(=O)NCCCN2CCN(c3ccccc3F)CC2)cc1	14%
Cn1c(SCC(=O)Nc2cccc(F)c2)nnc1-c1cc2ccccc2o1	-5%
Cc1nc2ccccc2c(=O)n1/N=C/c1ccc(O)cc1	0%
O=C(O)c1ccc(-c2ccccc2)[nH]1	-5%
CN=Cc1sc2ccccc2c1O	-3%
CCOC(=O)c1ccc2nc(C(F)(F)F)[nH]c(=O)c2c1	1%
Cn1c(=S)c2[nH]c(SCCCc3ccccc3)nc2n(C)c1=O	-2%[5.75 µM]
CC(C)(C)NC(=O)C(c1ccc(OCC(N)=O)cc1)N(C(=O)c1cccnc1)C1CC1 (stereo unspecified)	-3%
CC1CCC/C(=C\Nc2ccccc2C(=O)O)C1=O (stereo unspecified)	-2%
COc1ccccc1-c1cc(NCc2cccc(C)c2)ncn1	6%
COc1ccccc1OCc1ccc(C(=O)OCC2CCCO2)o1 (stereo unspecified)	0%
CS(=O)(=O)N(CC(N)=O)Cc1ccc(Cl)cc1	-3%
COC(=O)c1c(C)[nH]c(C(=O)CN2CCOCC2)c1C	-4%
Cn1nnnc1SCC(=O)NC(C)(C)C	0%
c1ccc2[nH]c(CSc3ncnc4c3oc3ccccc34)nc2c1	-1%
O=C(NCC(F)(F)F)Nc1ncccn1	-2%

Taken from above:
CC(C)(C)NC(=O)C(c1ccc(OCC(N)=O)cc1)N(C(=O)c1cccnc1)C1CC1 (stereo unspecified) | AmpC inh det: -3%
COc1ccccc1-c1cc(NCc2cccc(C)c2)ncn1 | AmpC inh det: 6%
CC1CCC/C(=C\Nc2ccccc2C(=O)O)C1=O (stereo unspecified) | AmpC inh det: -2%
Cn1nnnc1SCC(=O)NC(C)(C)C | AmpC inh det: 0%
Cn1c(=S)c2[nH]c(SCCCc3ccccc3)nc2n(C)c1=O | AmpC inh det: -2%[5.75 µM]

(further entries)
SMILES	AmpC inh det
CC(NC(=O)NC1CCCCC1)C(c1cccs1)N1CCN(C)CC1 (stereo unspecified)	10%
Cc1c(C(=O)NCc2ccccc2)oc2ccc(S(=O)(=O)N3CCCC3)cc12	13%
O=C(C1CCN(S(=O)(=O)c2cccc3cccnc23)CC1)N1CC=C(c2ccccc2)CC1	2%
CCCC[C@@H]1C[C@H]1C(NC(=O)c1ccc(-c2ccccc2)cc1)c1ccc(-c2ccccc2)cc1 (stereo partly specified)	-4%
COc1ccc2c(C(=O)CN3CC(C)OC(C)C3)c[nH]c2c1 (stereo unspecified)	-3%
O=C(NCCN1CCCCCC1)c1ccc(CS(=O)(=O)c2ccc(Br)cc2)o1	8%
N#Cc1nn(-c2ccccc2)nc1N1CCCCC1	-6%
Cc1ccc(S(=O)(=O)N2CCCC(C(=O)NCCCN3CCCCC3C)C2)cc1 (stereo unspecified)	-1%
CCc1c(C)sc(NC(=O)c2cnn3cccnc23)c1C#N	-5%
NC(=O)CI	-12%

A second format for seven compounds above.
| Structure | AmpC inh det |
| --- | --- |
| Cc1c(C(=O)NCc2ccccc2)oc2ccc(S(=O)(=O)N3CCCC3)cc12 | 13% |
| O=C(C1CCN(S(=O)(=O)c2cccc3cccnc23)CC1)N1CC=C(c2ccccc2)CC1 | 2% |
| CCCC[C@@H]1C[C@H]1C(NC(=O)c1ccc(-c2ccccc2)cc1)c1ccc(-c2ccccc2)cc1 (stereo partly specified) | -4% |
| COc1ccc2c(C(=O)CN3CC(C)OC(C)C3)c[nH]c2c1 (stereo unspecified) | -3% |
| O=C(NCCN1CCCCCC1)c1ccc(CS(=O)(=O)c2ccc(Br)cc2)o1 | 8% |
| N#Cc1nn(-c2ccccc2)nc1N1CCCCC1 | -6% |
| Cc1ccc(S(=O)(=O)N2CCCC(C(=O)NCCCN3CCCCC3C)C2)cc1 (stereo unspecified) | -1% |

New compounds follow
SMILES	AmpC inh det
COc1ccc(-c2[nH]ncc2-c2cnc(C)s2)c(O)c1	0%
Cc1nn(C)c(C)c1NC(=O)CSc1nc(Cc2ccccc2)nc2c1cnn2-c1ccccc1	-2%
O=C(CSc1nnnn1C1CCCCC1)N1CCCC1	-6%
O=C1C2CCCN2C(c2cccnc2)N1c1ccc(Cl)c(Cl)c1 (stereo unspecified)	-2%
CCC1(C)COC2(OC1)C(=O)Nc1ccccc12 (stereo unspecified)	-4%
COc1ccc(OC)c(S(=O)(=O)NCc2cn3cccc(C)c3n2)c1	-2%
CCCC1CC(C)(C(=O)Cn2[nH]c(=O)ccc2=O)OC1=O (stereo unspecified)	-2%
CCOC(=O)c1cccc(NC(=O)CSc2nnnn2C)c1	-4%
COc1cccc(N2CC(C(=O)NC3CCCCC3)CC2=O)c1 (stereo unspecified)	-7%
CC(C)CC1(C)NC(=O)N(CC(=O)NC(=O)Nc2ccc3c(c2)OCCO3)C1=O (stereo unspecified)	-4%
CCCNC(=O)c1cc(-c2ccc(O)cc2)on1	4%
COc1ccccc1-c1nccc(NC2CCNCC2)n1	10%
Nc1nc2sc3c(c2cc1C(=O)N1CCOCC1)CCCC3	-5%
COc1cccc(CSCC(=O)O)c1	-1%[5.75 µM]
Cc1ccc2nc(C)cc(OCC(=O)O)c2c1	-5%
Cn1c(=O)cc(OCCCC(=O)N2CCN(c3ccccc3)CC2)c2ccccc21	-2%
Cc1cc2c(c(=O)n1Cc1cccnc1)C(Cc1ccccc1)C(C#N)=C(N)O2 (stereo unspecified)	-3%
O=C(O)C1CCCN1c1ncnc2c1oc1ccccc12 (stereo unspecified)	-3%
CCOC(=O)N1CCN(C(=O)CSc2nnc(-c3cc(OC)cc(OC)c3)o2)CC1	-2%
CCNCC1(c2ccc(OC)c(OC)c2)CCCC1	5%
CC(=O)CC(=O)Nc1cccc2c1CCCC2	7%
CN1CCN(S(=O)(=O)c2ccc(Cc3ccc(S(=O)(=O)N4CCN(C)CC4)cc3)cc2)CC1	1%
CCOc1ccc(C(=O)Nc2c3c(nn2-c2ccc(F)cc2)CS(=O)C3)cc1 (stereo unspecified)	0%
